CHT inh = inhibitors of human choline transporter CHT; B-score at 10 µM; AID 488975, 2010; 310,000 tested, 0.86% active; CHT-expressing cells, membrane potential dye, choline response; hits give low values; High affinity choline transporter 1 (Homo sapiens), Q9GZV3;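 active means B-score over 3 SD under the library average, and starting fluorescence ratio not unusually high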;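 further: choline stimulus applied at its EC90 after an EC20 pre-addition; B-score computed on integrated fluorescence ratio after choline addition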
Target sequence (Q9GZV3 whole entry, looked up): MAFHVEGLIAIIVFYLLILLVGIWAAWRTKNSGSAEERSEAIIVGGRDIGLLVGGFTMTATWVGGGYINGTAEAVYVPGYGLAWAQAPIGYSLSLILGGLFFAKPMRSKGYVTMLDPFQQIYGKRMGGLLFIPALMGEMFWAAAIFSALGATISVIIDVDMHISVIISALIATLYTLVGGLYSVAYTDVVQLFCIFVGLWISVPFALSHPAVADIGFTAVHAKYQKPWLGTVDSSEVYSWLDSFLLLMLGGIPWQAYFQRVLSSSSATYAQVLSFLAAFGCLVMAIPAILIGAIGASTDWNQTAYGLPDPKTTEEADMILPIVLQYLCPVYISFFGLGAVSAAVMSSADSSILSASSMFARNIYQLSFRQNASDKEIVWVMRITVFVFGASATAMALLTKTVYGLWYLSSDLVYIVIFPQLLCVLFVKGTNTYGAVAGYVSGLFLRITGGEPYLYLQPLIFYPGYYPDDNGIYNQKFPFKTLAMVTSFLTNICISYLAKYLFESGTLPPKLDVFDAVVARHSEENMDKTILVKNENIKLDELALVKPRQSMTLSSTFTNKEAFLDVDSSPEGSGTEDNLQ
CHT allo act = CHT positive allosteric modulators, primary screen, cell-based, membrane potential dye, choline EC20 | High affinity choline transporter 1 (Homo sapiens), Q9GZV3 | CHT-expressing cells; hits give high values; LV-AA mutant CHT in HEK293 cells | B-score at 10 µM | 310,000 tested, 0.49% active | AID 488977, 2010;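 active means initial fluorescence not abnormally high and integrated response B-score, plate-corrected, over 3 SD above library mean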
An asterisk follows results filed as active; i = inactive; ! = not active in a repeat.

SMILES | CHT inh | CHT allo act
[N-]=[N+]=NCCN1CCN(CCc2ccccc2)CCC1=O | i | i
O=C(Cc1ccccc1)NCC(=O)Nc1cccc(Br)c1 | i | i
Cc1cccc(NC(=O)c2ccccc2OCC(=O)c2ccc(F)cc2)c1 | i | i
CC(C)C(NS(=O)(=O)/C=C/c1ccccc1)C(=O)NCc1ccc(F)cc1 (stereo not given) | i | i
COC(=O)C(NC(=O)c1ccccc1)(Nc1nc(C)cs1)C(F)(F)F (stereo not given) | i | i
CC(=O)Nc1ccc2c(c1)nc1n2CCN(C(C)c2ccccc2)C1 (stereo not given) | i | i
Cc1cccc(C(=O)N[C@H](C(=O)Nc2nccs2)C(C)C)c1 | i | i
Cc1ccc(-c2cn(-c3ccccc3)c3[n+]2CCCS3)cc1 | i | 6.6*!
CCCN(C(=O)c1cccc(S(=O)(=O)N2CCN(C)CC2)c1)c1c(N)n(Cc2ccccc2)c(=O)[nH]c1=O | i | i
COC(=O)Nc1ccc(SCC(=O)c2cccc([N+](=O)[O-])c2)cc1 | i | i
COc1cc(C(=O)NC(=S)Nc2nc(-c3ccc(F)cc3)cs2)cc(OC)c1OC | i | i
CCC1CCCCN1CCCn1c(=S)[nH]c2ccccc2c1=O (stereo not given) | i | i
Cc1cc(C)c(C)c(OCC(=O)NCCN(C)C)c1 | i | i
Cc1ccc(OCC(=O)N2CCN(C(=O)Cc3ccccc3)CC2)cc1 | i | i
COc1ccc(-n2cnc3c(cnn3CCC#N)c2=N)cc1 | i | i

Three entries out of the list, arranged by SMILES length, lowest first.
SMILES | CHT inh | CHT allo act
Cc1ccc(OCC(=O)N2CCN(C(=O)Cc3ccccc3)CC2)cc1 | i | i
COC(=O)C(NC(=O)c1ccccc1)(Nc1nc(C)cs1)C(F)(F)F (stereo not given) | i | i
CC(C)C(NS(=O)(=O)/C=C/c1ccccc1)C(=O)NCc1ccc(F)cc1 (stereo not given) | i | i

Other compounds follow.
SMILES | CHT inh | CHT allo act
Cn1c(C(=O)NCc2ccccn2)cc2c(=O)n3ccccc3nc21 | i | i
COc1ccccc1CNC(=O)C1CCC(CNS(=O)(=O)c2cccc3cccnc23)CC1 (stereo not given) | i | i
O=C(O)c1ccc(NC(=O)c2cccc(C(=O)Nc3ccc(C(=O)O)cc3)c2)cc1 | i | i
COc1ccc(Br)c(C(=O)NCCC(C)C)c1 | i | i
COC(=O)CN(C#N)c1nc(NCc2ccccc2)nc(OC)n1 | i | i
COc1cccc(OC)c1NC(=O)NC(=O)c1c(OC)c(Br)cc([N+](=O)[O-])c1OC | i | i
O=C(C1CCCN(Cc2ccccc2)C1)N1CCCCC1 (stereo not given) | i | i
CC(C)c1ccc(NC(=S)Nc2ccc(OC(F)(F)F)cc2)cc1 | i | i
CCN1C(=O)c2ccccc2S(=O)c2ccc(C(=O)NCc3ccc(OC)cc3)cc21 (stereo not given) | i | i
Cc1ccc(-c2nc(N)n(C(=O)Cc3ccccc3)n2)cc1 | i | i
Oc1ccc2ccccc2c1Br | i | i
CC1=NN(c2ccc(C(=O)O)cc2)C(=O)/C1=C/c1ccc(-c2ccccc2F)o1 | i | i
Cc1nnc(Cn2cnc3c2c(=O)n(C)c(=O)n3C)o1 | i | i
CCOC(=O)c1c(NC(=O)c2ccccc2C(=O)O)sc2c1CCCC2 | i | i
O=C(NCC1CCCO1)C1c2ccccc2Oc2ccccc21 (stereo not given) | i | i

Full records, quoted from the list:
Oc1ccc2ccccc2c1Br is listed as CHT inh: i; CHT allo act: i
COC(=O)CN(C#N)c1nc(NCc2ccccc2)nc(OC)n1 is listed as CHT inh: i; CHT allo act: i
Cc1ccc(OCC(=O)N2CCN(C(=O)Cc3ccccc3)CC2)cc1 is listed as CHT inh: i; CHT allo act: i

(listing goes on)
SMILES | CHT inh | CHT allo act
COCCn1ccc(O)c(Cc2ccc(Cl)cc2)c1=O | i | i
Cc1ccc2c(c1)c1c(c(=O)n(-c3ccccc3)c(=O)n1CC(=O)NCC1CCCO1)n2C (stereo not given) | i | i
CN1C(=O)OC2(C)CCc3ccccc3C12C (stereo not given) | i | i
O=C(COc1ccc(Br)cc1)N(Cc1ccco1)C1CCS(=O)(=O)C1 (stereo not given) | i | i
CC(C)C(NC(=O)CSCc1ccc([N+](=O)[O-])cc1)C(C)C | i | i
CCn1cc(NC(=O)Nc2ccccc2C(=O)OC)c(C(N)=O)n1 | i | i
CCC1CCc2c(sc(NC(=O)c3cccnc3)c2C(N)=O)C1 (stereo not given) | i | i
COc1ccc(OCc2nc3c4c(ncn3n2)-c2ccccc2CC42CCCC2)cc1 | i | i
O=C(c1ccccc1)N1CCCN(c2nccc(C(F)(F)F)n2)CC1 | i | i
Cc1nc2ccccc2n1CC(O)COc1ccccc1Cl (stereo not given) | i | i
Cc1cccc(NC(=O)C[n+]2cccc(C)c2)c1 | i | i
CC1(C)SCC(C(=O)O)NC1=O (stereo not given) | i | i
COc1cc(C(C)=O)ccc1OCC(=O)NCC1(N2CCCCC2)CCCCC1 | i | i
O=C(CCc1c[nH]c2ccccc12)NCc1ccco1 | i | i
CC(C)(c1ccccc1)c1ccc(OCCN)cc1 | i | i
O=C(c1ccc(Cl)c(S(=O)(=O)Nc2ccc(F)cc2)c1)N1CCN(c2ccccn2)CC1 | i | i
O=C(NC(=S)Nc1ncccn1)c1ccc(F)cc1 | i | i
CN(Cc1ccccc1)c1nc2nonc2nc1N1CCCC(CN2CCCC2=O)C1 (stereo not given) | i | i
Cc1ccc(-c2nnc(SCCC(=O)N3CCOCC3)o2)cc1 | i | i
CCCCN(CC)CCCNC(=O)c1ccc(CS(=O)(=O)c2c(Cl)cccc2Cl)o1 | i | i
COc1ccccc1NC(=O)c1ccc2c(c1)C(=O)N(Cc1ccco1)C2=O | i | i
CC(C)NC(=O)COC(=O)Cn1[nH]c(=O)c2ccccc2c1=O | i | i
CCOc1ccc(N(C)C(=O)CCc2nnc3ccc(NCc4ccco4)nn23)cc1 | i | i
C=CCOc1ccc(/C=N/NC(=O)CN(c2cc(Cl)ccc2OC)S(=O)(=O)c2ccc(C)c([N+](=O)[O-])c2)cc1 | i | i
Cc1cc2ccccc2c(=O)n1CC(=O)NC1CCCCCC1 | i | i
CCCN1Cc2cccc(C(=O)NC(C)c3cccs3)c2C1=O (stereo not given) | i | i
Cc1ccc(C)c(OCC(O)CN2CCCCC2C)c1 (stereo not given) | i | i
O=C(O)Cn1cc(/C=c2/sc3nc4ccccc4n3c2=O)c2ccccc21 | i | i
COC(=O)Nc1nn(Cc2ccccc2F)cc1Br | i | i
COc1ccc(C(=O)N/N=C/c2cc(Br)ccc2O)cc1OC | i | i
CN(C)C(CNS(=O)(=O)c1ccc(Br)cc1)c1cccnc1 (stereo not given) | i | i
O=C(c1cc(C(=O)NCCc2ccccc2)c(=O)n(CCc2ccccc2)c1)c1cc(Cl)ccc1O | i | i
CN(C)c1nccc(NCc2ccccc2)c1C#N | i | i
O=C(Nc1ccc(N2CCN(C(=O)c3ccco3)CC2)cc1)c1ccc2c(c1)OCO2 | i | i
Cc1ccc(-c2nc(C3CCN(S(=O)(=O)c4ccc(C(C)(C)C)cc4)CC3)no2)cc1 | i | i
O=[N+]([O-])c1cc(S(=O)(=O)Nc2cccc(Cl)c2)ccc1N=Nc1c(O)[nH]c2ccccc12 | i | i
O=S(=O)(c1ccccc1)N1CCN=C1SCc1ccccc1Cl | i | i
CCc1ccc(N2CC(C(=O)Nc3ccc(S(=O)(=O)NCC4CCCO4)cc3)CC2=O)cc1 (stereo not given) | i | i
O=C(O)c1cccc(-c2nc3ccccc3[nH]2)c1 | i | i
COc1ccc(NC(=O)CCC(=O)N/N=C/c2ccncc2)cc1 | i | i
CC(C)(C)CC(=O)O/N=C(\N)c1ccccn1 | i | i
NCCCCCc1nnc(SC/C=C/c2ccccc2)o1 | i | i
Cc1ccc(C(=O)Nc2cc(Cl)ccc2Oc2ccccc2)cc1[N+](=O)[O-] | i | i
CCN(CC)CCn1c(=S)[nH]c2ncccc2c1=O | i | i
Cc1cc(-c2ccc(C)c(S(=O)(=O)N3CCN(c4ccccn4)CC3)c2)on1 | i | i

Copied from above (4 entries):
SMILES | CHT inh | CHT allo act
CN(C)C(CNS(=O)(=O)c1ccc(Br)cc1)c1cccnc1 (stereo not given) | i | i
O=C(c1cc(C(=O)NCCc2ccccc2)c(=O)n(CCc2ccccc2)c1)c1cc(Cl)ccc1O | i | i
CN(C)c1nccc(NCc2ccccc2)c1C#N | i | i
O=C(Nc1ccc(N2CCN(C(=O)c3ccco3)CC2)cc1)c1ccc2c(c1)OCO2 | i | i

Further compounds
SMILES | CHT inh | CHT allo act
O=C(O)c1ccc(CSc2nnc(-c3ccccc3Cl)n2-c2ccccc2)cc1 | i | i
CCn1c(CNC(=O)c2ccc(Cl)cc2)nnc1SCC(=O)NC1=NCCS1 | i | i
Cc1c(NC(=O)CSc2nnc(-c3ccncc3)o2)c(=O)n(-c2ccccc2)n1C | i | i
COc1ccc(CC(=O)c2ccc(OC3OC(CO)C(O)C(O)C3O)cc2O)cc1 (stereo not given) | i | i
O=C(Nc1cnccn1)Nc1cccc(Cl)c1Cl | i | i
Cc1nn(C)c(Cl)c1CN1CCC(Oc2ccc(C(=O)N3CCCC3)cc2)CC1 | i | i
CCc1c(C)sc(NC(=O)c2cccs2)c1C(N)=O | i | i
CCCC(=O)N1CCN(c2nc(CC(C)C)c3c(c2C#N)CCC3)CC1 | i | 7*
CN1CCc2c(sc3c2c(NCc2ccco2)nc2nnnn23)C1 | i | i
CC(=O)c1cc(CN2CCC(N3CCC(C(=O)NC(C)C)CC3)CC2)cs1 | i | i
CC(C)c1nnc(NC(=O)C2CCCN(C(=O)Nc3ccc(F)cc3)C2)s1 (stereo not given) | i | i
FC(F)(F)c1ccc(/C=N/n2c(C3CCCCC3)n[nH]c2=S)cc1 | i | i
Cc1c(Cl)cccc1NC(=O)c1cccc(NC(=O)CCC(=O)O)c1 | i | i
Cc1ccnc(NC(=O)CCC(=O)N(CC(=O)NCC2CCCO2)Cc2ccc(F)cc2)c1 (stereo not given) | i | i
Cc1cc(C(=O)Nc2ccc([N+](=O)[O-])cn2)cs1 | i | i
Cc1ccc2nc(N=C(N)N)nc(C)c2c1 | i | i
COCCN(C(=O)CN1CCCc2ccccc21)c1c(N)n(Cc2ccccc2)c(=O)[nH]c1=O | i | i
CCCC(O)(CCN1CCOCC1)c1ccc(Br)cc1 (stereo not given) | i | i
C#CCOCCOCCOCCNc1nc(N2CCN(C(=O)[C@H]([C@@H](C)CC)n3cc(CCC(=O)O)nn3)CC2)nc(N2CCN(C(=O)[C@H](C)n3cc(CCCN=C(N)N)nn3)CC2)n1 | i | i
Cc1ccc(N/C(N)=N/c2nc(C)cc(N3CCCCC3)n2)c(C)c1 | i | i
O=C(Nc1cccc(-c2nn[nH]n2)c1)c1ccc(Cl)s1 | i | i
COc1ccccc1CCN1CCCC(CN(C)C(=O)c2ccc3nc[nH]c3c2)C1 (stereo not given) | i | i
Cc1ccc(OCC(=O)NCc2ccco2)cc1C | i | i
COc1ccc(-n2nnnc2SCC(=O)N2C(C)CCCC2C)c(OC)c1 (stereo not given) | i | i
CSc1ncccc1C(=O)NCCc1ccc(Cl)cc1 | i | i
Cc1ccc(S(=O)(=O)Nc2cc(=O)[nH]c3c2CCC3)cc1 | i | i
CCN1C(=O)N[C@@H](c2cccc(C(F)(F)F)c2)[C@H](C(C)=O)[C@H]1C | i | i
CCOC(=O)/C(=N\Nc1ncnc2ccccc12)c1ccc(C)cc1 | i | i
COc1cc(/C=N/NC(=O)COc2c(C)cc([N+](=O)[O-])cc2C)ccc1OC(=O)c1ccccc1 | i | i
O=C(NCC1CCCO1)/C(=C\c1ccco1)NC(=O)c1ccc(Cl)cc1 (stereo not given) | i | i
O=C(CNC(=O)N1CC(=O)Nc2ccccc21)NCc1ccccc1Cl | i | i
CCOC(=O)N1CCN(C(=O)c2ccc(OC)c(S(=O)(=O)N3CCOCC3)c2)CC1 | i | i
Cc1ccccc1-n1c(=O)n(CCc2ccccc2)c(=O)c2[nH]cnc21 | i | i
CC1=C(C(=O)Nc2ccccc2F)C(c2ccsc2)C2=C(CC(c3ccccc3)CC2=O)N1 (stereo not given) | i | i
O=C(COc1ccc(/C=N/NC(=O)c2cc3ccccc3o2)cc1Br)Nc1ccccc1 | i | i
COc1cccc(/C=C2\CC(C)Cc3c2nc2ccccc2c3C(=O)O)c1OC (stereo not given) | i | i
COc1ccc(Cl)cc1N(CC(=O)Nc1cccc(SC)c1)S(C)(=O)=O | i | i
c1ccc(OCc2nc(-c3ccccc3)no2)cc1 | i | i
COCCNC(=O)C(OC(=O)c1ccco1)c1ccccc1OC (stereo not given) | i | i
CSc1ccc(/C=N/NC(=O)c2sccc2C)cc1 | i | i
CCCc1cc(=O)[nH]c2nnc(SCC(=O)Nc3ccc(C(C)=O)cc3)n12 | i | i
COc1cc2cc(C(=O)N(C)Cc3ccccc3)[nH]c2cc1OC | i | i
Cc1ccc(S(=O)(=O)N(C)CCCC(=O)Nc2ccc(C)cc2C)cc1 | i | i
N#C/C(=C\c1ccco1)C(=O)NCc1ccccc1 | i | i
O=C(c1ccc(Br)cc1)N(C1=NCCCCS1)c1ccccc1 | i | i
COc1ccc(NC(=O)N2CCC(NC(=O)c3ccco3)CC2)cc1 | i | i
O=C(COC(=O)c1ccccc1Br)NCCc1ccc(F)cc1 | i | i
CCCCNC(=O)c1c(CSc2ccc(Cl)cc2)noc1C(=O)NCCC | i | i
C=CCn1c(=N)n(CC(=O)c2ccc(Cl)cc2)c2ccccc21 | i | i

Entries above with a tert-butyl group (two):
SMILES | CHT inh | CHT allo act
Cc1ccc(-c2nc(C3CCN(S(=O)(=O)c4ccc(C(C)(C)C)cc4)CC3)no2)cc1 | i | i
CC(C)(C)CC(=O)O/N=C(\N)c1ccccn1 | i | i

High-throughput results as filed in PubChem.
